EBI2 block: EBI2 (human) antagonism | EBI2 beta-arrestin recruitment, luminescence, 7a,25-OHC stimulated | inhibition, % at 5 µM | P32249 | AID 651636 | hit rate 0.81% among 360,000; in the data active means inhibition above about 38%;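 further: enzyme fragment complementation signal reports receptor beta-arrestin coupling in cells; 0% = agonist plus DMSO wells and 100% = wells without agonist; some results beyond the cut were filed as inactive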
Jurkat NFkB inh: inhibitors of the PMA/ionomycin-induced NF-kB reporter in Jurkat cells; PMA/ionomycin-induced NF-kB luciferase reporter, luminescence; inhibition, % at 4 µM; hit rate 0.53% among 330,000; AID 435003; in the data active means inhibition above about 50%
Gli-Sufu antag: antagonists of Gli-Sufu signaling; hit rate 0.74% among 340,000; AID 588413; Sufu-KO-LIGHT fibroblasts, Gli luciferase reporter luminescence; inhibition, % at 5 µM;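 active means inhibition above about 55%, limit read from the data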;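 further: 0% = DMSO-treated cells and 100% = wells with medium but no cells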
CCR6 antag: antagonists of human CCR6 receptor; P51684; CHO-K1 CCR6 PathHunter beta-arrestin, luminescence, CCL20-stimulated; inhibition, % at 20 µM; hit rate 0.49% among 340,000;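 active means compounds whose inhibition of the agonist-driven luminescence signal at 20 µM reaches about 50%, limit read from the data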;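 further: cells stimulated with CCL20 at 14 nM final; plate controls were DMSO with CCL20 for no effect and DMSO without agonist for full effect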
Target sequence (P51684 whole entry, looked up): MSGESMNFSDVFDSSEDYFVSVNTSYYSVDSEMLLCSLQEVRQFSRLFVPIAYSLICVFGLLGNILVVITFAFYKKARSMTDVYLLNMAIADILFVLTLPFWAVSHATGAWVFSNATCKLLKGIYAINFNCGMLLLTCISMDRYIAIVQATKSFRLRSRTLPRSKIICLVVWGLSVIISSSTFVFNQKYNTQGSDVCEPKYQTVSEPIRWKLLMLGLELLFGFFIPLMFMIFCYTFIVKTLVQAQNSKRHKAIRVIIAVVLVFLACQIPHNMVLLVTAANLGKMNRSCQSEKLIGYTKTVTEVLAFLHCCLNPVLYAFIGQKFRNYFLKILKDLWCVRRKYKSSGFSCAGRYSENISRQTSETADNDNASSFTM
697 NFkB inh: inhibitors of the PMA/ionomycin-induced NF-kB reporter in 697 B cells; 697 B-cell NF-kB luciferase reporter, 16 h; inhibition, % at 4 µM; hit rate 0.33% among 330,000; AID 435022; in the data active means inhibition above about 35%
UBC13 inh: human UBC13 polyubiquitination inhibition; inhibition, % at 20 µM; P61088; UBC13 polyubiquitin chain formation, TR-FRET; AID 485273; hit rate 0.47% among 330,000; in the data active means inhibition above about 45%, passing the limit was not always enough
Target sequence (P61088 whole entry, looked up): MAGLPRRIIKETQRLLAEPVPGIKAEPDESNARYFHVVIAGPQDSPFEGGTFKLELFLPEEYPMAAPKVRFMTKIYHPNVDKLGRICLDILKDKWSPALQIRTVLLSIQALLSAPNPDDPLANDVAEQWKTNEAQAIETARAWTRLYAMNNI
APJ antag: antagonists of human APJ apelin receptor; CHO-K1 APJ beta-arrestin complementation, luminescence; hit rate 0.32% among 330,000; P35414; inhibition, % at 20 µM; AID 2521;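 active means inhibition above about 40% at 20 µM, limit read from the data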;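 further: cells challenged with 10 nM apelin-13 agonist together with compound; plate controls were apelin-13 plus DMSO wells for no effect and DMSO wells lacking apelin-13 for full effect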
Target sequence (P35414 whole entry, looked up): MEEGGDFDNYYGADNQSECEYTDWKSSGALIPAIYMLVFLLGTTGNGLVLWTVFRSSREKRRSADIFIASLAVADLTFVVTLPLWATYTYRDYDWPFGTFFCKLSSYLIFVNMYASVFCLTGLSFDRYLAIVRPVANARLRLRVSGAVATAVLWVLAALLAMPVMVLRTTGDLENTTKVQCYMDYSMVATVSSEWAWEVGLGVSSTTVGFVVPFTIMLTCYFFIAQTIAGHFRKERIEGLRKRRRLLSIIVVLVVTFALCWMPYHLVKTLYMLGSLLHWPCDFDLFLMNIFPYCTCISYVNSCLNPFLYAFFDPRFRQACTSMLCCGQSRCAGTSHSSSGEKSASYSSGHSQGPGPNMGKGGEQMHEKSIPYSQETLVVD
CXCR6 inh: blocks human CXCR6 beta-arrestin recruitment | hit rate 0.36% among 360,000 | O00574 | inhibition, % at 20 µM | CHO-K1 PathHunter CXCR6 beta-arrestin, luminescence; in the data active means inhibition above about 34%, passing the limit was not always enough;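 further: antagonist mode with CXCL16 agonist at 10 nM final; 0% = 10 nM CXCL16 with DMSO and 100% = unstimulated wells without agonist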
* marks the source's active call; other numbers are inactive results; · = no result given.

SMILES	EBI2 block	Jurkat NFkB inh	Gli-Sufu antag	CCR6 antag	697 NFkB inh	UBC13 inh	APJ antag	CXCR6 inh
O=c1[nH]n(-c2ccccc2Cl)c(=O)c2ccccc12	7	1	1	0	19	0	5	-4
COC(=O)c1ccc2c(=O)sc(N3CCC(C(N)=O)CC3)nc2c1	-2	20	15	5	1	11	-18	-8
OC(CNc1nc(C(F)(F)F)nc2ccccc12)c1ccccc1 (centres undefined)	-8	0	-6	15	-12	2	5	-4
COc1ccc(C(=O)Nc2ccc(S(=O)(=O)Nc3nccnc3OC)cc2)cc1	2	-6	-45	-10	4	2	11	2
O=C(Nc1ccc(F)cc1)c1ccc(COc2ccccc2)cc1	8	-12	-5	-4	13	4	11	-6
O=C(COC(=O)C1CCC(=O)N1)Nc1ccc(Oc2ccccc2)cc1 (centres undefined)	-8	-5	1	2	-5	-11	-3	-2
O=C(OCC(=O)N1CCc2ccccc21)c1nc(Cl)ccc1Cl	-11	0	-4	-1	15	11	5	-4
Cc1ccc2nccc(C(=O)N3CCCC(N4CCN(c5ccc(F)cc5)CC4)C3)c2c1 (centres undefined)	2	10	17	9	-22	-5	2	1
O=C(NCc1ccccn1)c1ccc(OC2CCN(Cc3ccc(CO)o3)CC2)cc1	-18	14	12	-9	-9	5	-8	3
N#Cc1ccc(N)cc1OCCCN1CCCCC1	2	·	7	8	·	·	·	-3
COCC(=O)NC1CC2CCCC(C1)N2Cc1ccccc1 (centres undefined)	-7	-24	-5	7	-13	5	1	-3
O=C(Cn1c(=S)[nH]c2ccccc2c1=O)N1CCN(c2ccccc2)CC1	-7	13	6	5	7	8	17	3
Cc1cc(C(=O)N/N=C2\CCCC(=O)C2)c(C)o1	-12	0	-6	0	15	-1	-35	4
N#CC(C#N)=C1C=CC=CN1/C(=C\c1ccccc1Cl)C(=O)c1ccccc1	22	·	-7	116*	·	·	·	93*
CS(=O)(=O)N(CC(=O)Nc1ccccc1C(=O)N1CCCC1)c1ccc2c(c1)OCO2	-6	-3	2	-11	0	-1	3	-1

Printed as active in CCR6 antag, among the entries above:
Structure,EBI2 block,Jurkat NFkB inh,CCR6 antag,697 NFkB inh,UBC13 inh,APJ antag,CXCR6 inh
N#CC(C#N)=C1C=CC=CN1/C(=C\c1ccccc1Cl)C(=O)c1ccccc1,22,·,116*,·,·,·,93*

(listing goes on)
SMILES	EBI2 block	Jurkat NFkB inh	Gli-Sufu antag	CCR6 antag	697 NFkB inh	UBC13 inh	APJ antag	CXCR6 inh
Nc1ncn([C@@H]2O[C@H](CO)[C@@H](O)[C@H]2O)c(=O)n1	8	80*	23	6	-116	3	0	1
CNC(=O)CC1C(=O)N(Cc2ccccc2)C(=S)N1NC(=O)c1cccc(F)c1 (centres undefined)	-5	9	-11	14	-7	8	3	0
CC1(C)NC(=O)N(CC(O)COc2cc3ccccc3cc2C(=O)N2CCCCC2)C1=O (centres undefined)	1	-13	0	-4	-26	1	12	2
CCOC(=O)c1cccc(N2CC3CNC(=O)C2(C(=O)OC)N3C)c1 (centres undefined)	-18	9	-4	-4	-19	2	-4	-5
Cc1nnc(Nc2ccc(Cl)cc2)s1	4	5	-3	6	9	4	12	-6
COc1ccc(NCN2C(=O)CCC2=O)cc1	-3	-9	-7	8	-4	-7	2	7
Cc1nonc1NC(=O)CSc1nc(C2CCCCC2)nc2ccccc12	13	-6	10	-16	7	8	20	6
Cc1[nH]n(C(N)=S)c(=O)c1N=Nc1cc(-c2ccc(Br)cc2)[nH]n1	12	-8	-13	21	-32	-15	12	17
Cn1c(CNc2ccc(Br)cc2)nc2ccccc21	1	-106	-97	-4	-152	8	3	-5
O=C(CCNC(=O)c1ccc(Cl)cc1)Nc1cccc(S(=O)(=O)N2CCCCCC2)c1	14	16	15	16	0	2	-24	-1
CC(=O)Nc1ccc(NC(=O)c2c(C)noc2C)cc1	-1	-11	0	-6	-13	-4	-2	2
CCC1(c2ccccc2)NC(=O)N(CC(=O)N(C)CC(=O)Nc2cccc(F)c2)C1=O (centres undefined)	1	1	-8	2	-1	0	25	1
Cc1ccc(CN(c2ccc(C(=O)N3CCOCC3)cc2)S(C)(=O)=O)cc1	-6	-12	5	-2	-1	4	22	11
CCOCCCNC(=O)CCC(=O)NNc1nc2ccccc2c2nc(-c3ccccc3)nn12	2	5	6	5	19	7	-6	3
CCOC(=O)C1(Cc2cccc(F)c2)CCN(C(=O)c2cnc(C)cn2)CC1	-6	6	8	0	-4	4	-10	6
Nc1sc2c(c1C(=O)NC1CCS(=O)(=O)C1)CCCC2 (centres undefined)	-2	-9	7	4	2	-9	-101	-10
Cc1c(N=c2c(=O)c3ccccc3c2=O)c(=O)n(-c2ccccc2)n1C	·	-64	·	·	-34	-77	26	·
CCCOc1ccc(CC(=O)NCC2(c3ccccc3)CCOCC2)cc1OC	-8	-7	0	-1	-7	2	9	-3
Cc1noc(C)c1S(=O)(=O)Nc1ccc(C#N)cc1	-11	0	8	2	3	-8	-3	3
COc1cccc(N2CCN(CC(=O)Nc3ccccc3C(=O)NCc3ccccc3)CC2)c1	9	14	7	4	10	11	19	2
CC(C)(C)c1ccc2c(c1)N(CC(=O)O)C(=O)CO2	-17	-9	2	-1	13	18	11	8
Cc1cc(C)nc(N/N=C/C2=C(O)CC(c3ccccc3)CC2=O)n1 (centres undefined)	·	18	·	·	-30	1	11	·
CCCn1c(NCc2ccccn2)nc2ccccc21	5	3	-8	-11	-15	6	-14	-27
C/C(=N\NC(=O)CCCOc1ccc(Cl)cc1C)c1ccc(C)o1	3	11	-1	8	-6	11	5	-8
N/C(=N\O)c1ccc(Oc2ccccc2Cl)c([N+](=O)[O-])c1	-16	-24	2	13	-47	5	-4	9
CCOC(=O)C1CCN(C(=O)CCNS(=O)(=O)c2cc(Br)cnc2N)CC1	0	8	2	4	-19	-3	6	-1
CCCCN(C)CCCNC(=O)c1ccc2c(c1)N(CC)C(=O)c1ccccc1S2=O (centres undefined)	-2	7	12	8	0	6	27	1
O=P(c1ccccc1)(c1ccccc1)c1cc(Br)cc(Br)c1OCCO	-1	17	-6	8	12	-1	11	8
CNC(=S)N(C1=NCC(c2ccc([N+](=O)[O-])cc2)S1)c1ccccc1 (centres undefined)	23	-33	21	8	-23	-4	13	-5
Cc1cc(F)ccc1S(=O)(=O)Nc1ccccc1C(=O)NC1CCN(Cc2ccccc2)CC1	-3	-20	11	-12	-16	5	12	-1
Cc1cccc(CC2S/C(=N/N=C/c3ccco3)NC2=O)c1 (centres undefined)	2	8	2	2	-2	-14	9	-1
Cn1cc(Br)c(-c2cccc(NC(=O)CCC(=O)O)c2)n1	-7	-19	7	10	-20	-4	-6	11
Cc1ccc(Oc2ccc(S(=O)(=O)Nc3ccc(C(=O)O)cc3)cc2)cc1	-2	-6	11	2	12	-16	-39	-3
Cc1ccccc1-c1nnn(Cc2ccc(-c3nn[nH]n3)cc2)n1	7	0	-3	11	-5	-17	-9	2
CCCCn1c(-c2cccc(Br)c2)nc2cc3[nH]c(=O)c(C(C)C)nc3cc21	7	2	11	6	7	15	-73	-10
Cc1ccccc1NC(=S)N(Cc1cccnc1)Cc1ccccc1Cl	5	-5	6	3	20	4	0	12
CC(=O)N1CC(C)Sc2ccc(S(=O)(=O)NCc3ccccc3Cl)cc21 (centres undefined)	-2	-1	7	2	-37	-6	6	-8
Cc1nn(C)cc1NC(=O)Cn1nc(C(F)(F)F)cc1C1CC1	-2	17	-4	7	-8	22	-8	-5
O=C(COC(=O)C1CCCCC1)Nc1cc([N+](=O)[O-])ccc1F	-15	-8	0	-4	-19	6	-1	-1
Cc1ccc(C(=O)C(C)N(C(=O)c2ccc(Cl)cc2Cl)N2C(=O)CCCC2=O)cc1 (centres undefined)	3	2	5	1	-15	-7	-12	-1
COc1ccc(-n2c(C)cc(C(=O)COC(=O)c3ccc(O)cc3O)c2C)cc1	18	28	41	3	-2	-3	0	-2
c1ccc(CN2CCC(Nc3nc(-c4cccs4)nc4ccccc34)CC2)cc1	42	-19	26	6	-39	25	-21	3
COc1ccccc1C(=O)NCCn1ccc2ccccc21	-2	-10	0	-1	-12	-6	-11	6
CCn1c(-c2cccn(Cc3ccccc3)c2=O)n[nH]c1=S	-6	8	7	0	6	0	-4	-11
COc1ccc(COC(=O)Nc2cn(C)nc2C(F)(F)F)cc1	7	-6	-18	-5	4	-4	0	-3

An excerpt from above, showing only UBC13 inh and CCR6 antag.
Molecule | UBC13 inh | CCR6 antag
CCC1(c2ccccc2)NC(=O)N(CC(=O)N(C)CC(=O)Nc2cccc(F)c2)C1=O (centres undefined) | 0 | 2
Cc1ccc(CN(c2ccc(C(=O)N3CCOCC3)cc2)S(C)(=O)=O)cc1 | 4 | -2
CCOCCCNC(=O)CCC(=O)NNc1nc2ccccc2c2nc(-c3ccccc3)nn12 | 7 | 5
CCOC(=O)C1(Cc2cccc(F)c2)CCN(C(=O)c2cnc(C)cn2)CC1 | 4 | 0

Next section:
SMILES	EBI2 block	Jurkat NFkB inh	Gli-Sufu antag	CCR6 antag	697 NFkB inh	UBC13 inh	APJ antag	CXCR6 inh
O=S1(=O)N=C(Nc2ccc(N3CCOCC3)cc2)c2ccccc21	-2	-6	-7	12	18	5	9	0
Cc1cccc(C(=O)N2CCN(c3ncnc4c3cnn4-c3ccccc3)CC2)c1	11	23	1	12	22	4	5	-8
CC(C(=O)OCC(=O)Nc1ncc(Cl)cc1Cl)N1C(=O)c2ccccc2C1=O (centres undefined)	-7	-20	2	-6	11	-2	0	-37
CSc1ccc(S(=O)(=O)NCCSc2ccccn2)cc1	1	-27	0	11	-23	-3	3	-1
Clc1cccc(Cl)c1CSc1nnc(CN2CCOCC2)n1-c1ccccc1	7	-3	-5	-26	10	9	-3	-10
COc1ccc(C(=O)Nc2ccc(NC(=O)CSc3nnc(-c4ccncc4)n3C)cc2)cc1	-2	-12	-15	15	38*	6	-12	2
O=S(=O)(c1ccc(Br)s1)N1CCN(c2ccc(F)cc2)CC1	9	25	3	22	-5	-8	1	-9
Cc1cccc2sc(NC(=O)Cn3cccc3)nc12	-6	13	3	11	7	17	9	0
NC(=O)c1cnn2c(-c3ccc(Cl)cc3Cl)ccnc12	2	-7	-2	4	10	10	-14	-1
FC(F)C(F)(F)C(F)(F)C(F)(F)c1cc(-c2ccccc2)n[nH]1	17	-11	-59	-16	-67	-2	-33	1
CCCN(CC(=O)Nc1ccc(F)c(F)c1F)C(=O)c1cc([N+](=O)[O-])ccc1N1CCOCC1	7	-4	1	7	10	-9	20	4
S=C(Nc1ccccc1Cl)N(CCCN1CCOCC1)Cc1ccco1	-4	1	3	16	-1	-6	-4	3
CCCS(=O)(=O)N1CCCC(C(=O)NC2CCCCC2)C1 (centres undefined)	-4	-13	7	-21	-22	2	-2	7
Cc1ccccc1N1CCN(Cc2ccc([N+](=O)[O-])o2)CC1	-9	-1	10	2	0	-6	-25	-10
O=[N+]([O-])c1ccc(C2=Nn3c(Cn4nnc5ccccc54)nnc3SC2)cc1	15	10	5	-16	8	-3	-29	-4
Cc1ccccc1N1CCN(CCN2C(=O)CC(=C3c4ccccc4-c4ccccc43)C2=O)CC1	14	2	7	5	12	-20	11	2
CCN1CCN(c2oc(COc3ccc(-c4ccccc4)cc3)nc2C#N)CC1	-7	1	0	14	-8	9	7	3
Cc1ccc(CNC(=O)C2CC(c3cccc([N+](=O)[O-])c3)=NO2)cc1 (centres undefined)	1	14	31	-4	7	2	9	1
CCOc1cc(N2CCOCC2)c(OCC)cc1NC(=O)COC(=O)COc1cc(C)cc(C)c1	-12	5	-5	3	15	-1	7	-3
CCOc1ccc(-n2c(SCC(=O)NC(C)CC)nc3n[nH]c(C)c3c2=N)cc1 (centres undefined)	8	2	6	-5	-47	12	18	-11
COc1ccc(Br)cc1[C@H]1[C@H]2C=CC[C@@H](C)[C@@H]2C(=O)N1Cc1ccccc1	2	27	23	19	-31	15	20	10
CCN1CCN(c2cc3c(cc2F)c(=O)c(C(=O)O)cn3C2CC2)CC1	-3	-1	-10	-10	5	21	10	-8

As entered above:
`Cc1ccccc1N1CCN(CCN2C(=O)CC(=C3c4ccccc4-c4ccccc43)C2=O)CC1` in Gli-Sufu antag shows 7
`CCN1CCN(c2oc(COc3ccc(-c4ccccc4)cc3)nc2C#N)CC1` in CXCR6 inh shows 3
`CCN1CCN(c2cc3c(cc2F)c(=O)c(C(=O)O)cn3C2CC2)CC1` in Gli-Sufu antag shows -10
`CCOc1ccc(-n2c(SCC(=O)NC(C)CC)nc3n[nH]c(C)c3c2=N)cc1` (centres undefined) in EBI2 block shows 8

Compound activity from PubChem.
